# Assay outcomes (PubChem BioAssay)
# TWEAK Fn14 block: inhibitors of TWEAK-Fn14 signaling, primary screen, luciferase reporter cells, uHTS; inhibition, % at 10 µM; AID 1159606, 2016; actives 2% (n = 360,000); TWEAK-stimulated Fn14 reporter cells, luciferase luminescence, 8 h; in the data active = inhibition above about 50%
# LRH-1 inv ag: LRH-1 (NR5A2) inverse agonists, primary screen, cell-based, luminescence, HEK293T, StAR-luciferase reporter; inhibition, % at 3.6 µM; actives 0.13% (n = 360,000); LRH-1 transfected, 24 h; AID 602396, 2012; Nuclear receptor subfamily 5 group A member 2 (Homo sapiens), O00482;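 active = inhibition above the mean inhibition of all tested compounds plus 3 SD, cut at about 73% in these data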;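 also: 0% = DMSO wells and 100% = reporter-only cells lacking LRH-1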
# NOD2-RIPK2 inh: NOD2-RIPK2 binding disruptors in cells, primary screen, fluorescence, CHO cells, BLA complementation. CCF4 ratio. inhibition, % at 4.98 µM. actives 0.38% (n = 360,000). AID 624267, 2012; in the data active = inhibition above about 21%;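 also: 0% = vehicle only and 100% = reference blocker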
# ABHD5 PLIN5 PPI: ABHD5-PLIN5 interaction inhibitors, primary screen, cell lysate, split luciferase complementation, luminescence; actives 0.78% (n = 360,000); Perilipin-5 (Homo sapiens) + 1-acylglycerol-3-phosphate O-acyltransferase ABHD5 (Homo …; Split G. princeps luciferase complementation, 4 h; inhibition, % at 4 µM;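 active = inhibition above the mean inhibition across every tested compound plus 3 SD, cut at about 22% in these data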;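 also: 0% = DMSO only wells and the 100% control is not disclosed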
# Target sequence (Q00G26 whole entry, looked up): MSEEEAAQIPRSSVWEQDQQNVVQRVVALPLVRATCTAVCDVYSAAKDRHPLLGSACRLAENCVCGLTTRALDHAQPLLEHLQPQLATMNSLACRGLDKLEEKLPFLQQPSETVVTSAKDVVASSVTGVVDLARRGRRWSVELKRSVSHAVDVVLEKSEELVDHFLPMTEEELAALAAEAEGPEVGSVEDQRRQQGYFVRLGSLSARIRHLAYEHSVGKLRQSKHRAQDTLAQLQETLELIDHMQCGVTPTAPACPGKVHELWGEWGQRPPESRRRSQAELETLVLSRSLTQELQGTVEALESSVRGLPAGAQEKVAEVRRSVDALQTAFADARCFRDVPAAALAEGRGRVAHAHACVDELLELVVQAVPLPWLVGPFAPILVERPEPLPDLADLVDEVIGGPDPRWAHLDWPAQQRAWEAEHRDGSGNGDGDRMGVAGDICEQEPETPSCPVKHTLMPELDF
# Target sequence (Q8WTS1 whole entry, looked up): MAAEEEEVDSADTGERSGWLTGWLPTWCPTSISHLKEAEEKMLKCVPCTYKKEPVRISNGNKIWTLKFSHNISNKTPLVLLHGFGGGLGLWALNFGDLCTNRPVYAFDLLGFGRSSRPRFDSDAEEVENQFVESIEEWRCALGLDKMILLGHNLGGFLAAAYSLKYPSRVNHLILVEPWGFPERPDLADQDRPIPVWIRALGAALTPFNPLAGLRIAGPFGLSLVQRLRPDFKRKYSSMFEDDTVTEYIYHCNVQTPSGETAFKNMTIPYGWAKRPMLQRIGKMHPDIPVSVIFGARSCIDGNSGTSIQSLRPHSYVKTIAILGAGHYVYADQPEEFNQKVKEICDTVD
# NR2F2 inh: NR2F2 transcriptional activity inhibitors, primary screen, cell-based, luciferase reporter, HEK293T, luminescence. COUP transcription factor 2 (Homo sapiens), P24468. HEK293T NGFI-A luciferase reporter. inhibition, % at 8.6 µM. actives 0.7% (n = 370,000);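 active = inhibition above a per-plate cutoff, mean inhibition of test wells between control levels plus 3 SD, cut at about 38% in these data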;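 also: cells cotransfected with COUP-TFII expression vector driving the NGFI-A reporter; 0% = median of COUP-TF2 test wells and 100% = reporter-only cells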
# NCOA1 inh: SRC1 coactivator transcriptional activity inhibitors, primary screen, cell-based, luminescence; Nuclear receptor coactivator 1 (Homo sapiens), Q15788; HEK293 GAL4-SRC1 luciferase reporter; inhibition, % at 3.6 µM; actives 0.12% (n = 360,000); AID 588354, 2011;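 active = inhibition above the campaign mean plus 3 SD, with each screening campaign given its own cutoff, cut at about 60% in these data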;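 also: 0% = DMSO treated cells and 100% = gossypol at 36 µM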
# TLR9-MyD88 inh: inhibitors of TLR9-MyD88 association in cells, primary screen, cell-based, CHO, BLA complementation, fluorescence; Toll-like receptor 9 (Homo sapiens) + Myeloid differentiation primary response protein …; CCF4 FRET ratio; inhibition, % at 4.98 µM; actives 0.21% (n = 340,000);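 active = inhibition above the mean over all tested compounds plus 3 SD, cut at about 21% in these data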;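 also: 0% = DMSO only wells and 100% = clavulanate BLA inhibitor control wells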
# TROY NFkB inh: inhibitors of TROY-driven NF-kB signaling, primary screen, Q293 LMP1-TROYcd cells, NF-kB luciferase, uHTS | Q293 LMP1-TROYcd NF-kB luciferase reporter, 4 h | inhibition, % at 10 µM | actives 0.98% (n = 360,000);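 active = compounds whose plate-normalised and pattern-corrected inhibition of the luciferase reporter signal at the single screening dose is 50% or more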
# Granule exo inh: LAMP-1 surface exposure blockers, TALL-104 cells – cell-based, flow cytometry, MLPCN library, primary screen; TALL-104 LAMP-1 surface exposure; cells stimulated with thapsigargin and PMA; inhibition, % at 10 µM; actives 0.66% (n = 360,000); AID 651702, 2012;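 active = inhibition above about 55%, limit read from the data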
# SRC3 inh: SRC3 coactivator transcriptional activity inhibitors, primary screen, cell-based, luminescence | Nuclear receptor coactivator 3 (Homo sapiens), Q9Y6Q9 | HEK293 GAL4-SRC3 luciferase reporter | inhibition, % at 3.6 µM | actives 0.17% (n = 360,000);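 active = inhibition above a per-campaign cutoff, the mean of all compounds plus 3 SD, cut at about 60% in these data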;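 also: 0% = DMSO-treated cells and 100% = gossypol-treated cells at 36 µM; higher means less SRC3-driven luciferase light from the GAL4 reporter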
# SRC2 inh: inhibition of GAL4-SRC2 driven luciferase reporter, primary screen, SRC2 inhibitor project, cell-based, luminescence; inhibition, % at 9 µM; Nuclear receptor coactivator 2 (Homo sapiens), Q15596; HEK293 GAL4-SRC2 luciferase reporter; actives 0.17% (n = 370,000);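 active = inhibition above the mean inhibition of all tested compounds plus 3 SD, set per campaign, cut at about 52% in these data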;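 also: 0% = DMSO treated cells and 100% = cells given Gossypol at 36 µM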
# * = called active by the depositor; x = no result given. These rows are one share of the data; the hit share may differ from the screen's.
# The line under a structure holds: TWEAK Fn14 block	LRH-1 inv ag	NOD2-RIPK2 inh	ABHD5 PLIN5 PPI	NR2F2 inh	NCOA1 inh	TLR9-MyD88 inh	TROY NFkB inh	Granule exo inh	SRC3 inh	SRC2 inh
- O=C(COC(=O)COc1ccccc1[N+](=O)[O-])NC1CCCC1
→ 14	-9	3	-2	-18	-18	3	-4	0	14	-10
- COc1ccc(CCNC(=O)/C=C/c2ccco2)cc1OC
→ 6	-6	-4	14	1	-17	-5	1	2	-7	5
- CC1=C(C(=O)NC2CCC(C)CC2)C2(CCC(C)CC2)OC1=O (stereo not given)
→ 4	-16	-11	-1	7	3	-4	5	2	-5	2
- Clc1cncc(Cl)c1NNc1c2ccccc2nc2ccccc12
→ 19	-16	-8	2	7	-5	-11	-26	-5	12	9
- O=C(Cn1ccc2ccccc2c1=O)NCCC(=O)NC1CCN(Cc2ccccc2)CC1
→ 0	-1	5	-1	8	11	-1	-11	-1	15	-7
- CC12CC(c3ccccc3O1)C(C(=O)N1CCOCC1)C(=O)N2 (stereo not given)
→ -8	11	8	10	-18	7	14	12	0	12	11
- O=C1C(=O)N(Cc2ccncc2)C(c2ccccc2F)/C1=C(\O)c1ccc2c(c1)OCCO2 (stereo not given)
→ -2	-7	0	0	-11	10	-1	-4	-13	4	-17
- Cc1ccc(Nc2nnc(SCC(=O)Nc3ncc(S(=O)(=O)c4ccc([N+](=O)[O-])cc4)s3)s2)cc1
→ 29	1	-14	-9	-16	12	0	-14	0	17	14
- COc1ccc(OC)c(-c2nc(CN3CCN(C(=O)c4ccco4)CC3)c(C)o2)c1
→ -5	-5	2	-3	-12	8	-11	-5	-1	11	-7
- O=C(Nc1ccccc1C(=O)NCC1CCCO1)c1ccco1 (stereo not given)
→ 6	-7	0	0	-15	-13	-6	6	-3	-4	0
- CN=C1S/C(=C\c2ccc(Cl)cc2)C(=O)N1C
→ -34	-6	1	11	-10	-3	7	-37	-1	0	-67
- CC(=O)c1ccc(NC(=S)NC(NC(=O)c2ccco2)C(Cl)(Cl)Cl)cc1 (stereo not given)
→ 38	-4	-4	-3	-9	-4	3	9	4	8	18
- COc1ccc2c(C(=O)CN3CCN(CCO)CC3)c[nH]c2c1
→ 18	5	-2	-2	0	1	-2	3	-3	-14	-19
- O=C(c1ccccc1Br)N1CCN(c2ccc([N+](=O)[O-])c(N3CCOCC3)c2)CC1
→ -15	51	-3	5	-8	-7	-8	-5	16	-2	-6
- COC(=O)[C@H](C(C)C)N(Cc1ccccc1)S(=O)(=O)CCN1CCCC1
→ 0	-6	2	-4	1	1	1	-21	0	-3	0
- CN(C)c1ccc(N=Cc2ccco2)cc1
→ 51*	-38	0	-6	x	-37	1	32	9	-39	x
- COc1cccc(NC(=S)NC(Cc2ccccc2)c2ccccc2)c1 (stereo not given)
→ -1	1	5	-15	-5	-26	11	11	-10	-7	-42
- Cc1cc2ncn(CCC(=O)NC3CCCC3)c2cc1C
→ 14	6	-5	-5	7	-11	x	0	3	16	14
- CCCCn1c(N)c(N(CC(C)C)C(=O)C2=COCCO2)c(=O)[nH]c1=O
→ -8	-4	-3	-9	-17	5	-1	-3	2	5	-5
- CC(C)(C)c1ccc2c(c1)C(c1ccc3c(c1)OCO3)CC(=O)O2 (stereo not given)
→ 15	-1	-3	1	-2	-3	-13	-6	-2	2	-3
- CCOC(=O)c1cc(NC(=O)SCC(=O)O)c(C)nc1C
→ -2	-6	-2	-4	-15	12	6	0	2	14	-16
- COc1ccc(Cc2nc(-c3ccccn3)no2)cc1OC
→ -21	-31	-6	5	9	-7	7	-31	0	-43	-47
- CC1(C)CC(=O)C2=C(C1)OC(N)=C(C#N)C2c1ccc[nH]1 (stereo not given)
→ 4	3	-17	0	0	1	-15	7	-2	17	11
- O=C(CCc1ccccc1)Nc1ccccc1C(=O)NCc1ccco1
→ 14	-9	-20	-1	-18	1	7	-3	1	5	-13
- COc1ccc(NCN2C(=O)CCC2=O)cc1
→ -8	10	-13	0	10	-8	-16	-2	2	-13	-11
- COc1cc(NC(=O)C2CC2C)c(C(=O)O)cc1OC (stereo not given)
→ -2	23	-1	3	10	-4	5	-10	-2	3	6
- Cn1cccc1Cc1nnc(SCC(=O)Nc2ccc(Cl)cc2)n1-c1ccc(F)cc1
→ 49	-37	7	5	2	4	-4	-16	0	1	8
- COc1ccc(Cl)cc1Cn1c(C)c(C(=O)NCc2cccc([N+](=O)[O-])c2)sc1=O
→ 16	18	3	5	-10	-14	x	21	2	-8	10
- CCCCCC1CC(/C(C)=N/NC(N)=O)OC1=O (stereo not given)
→ -7	7	-2	0	10	2	0	-12	2	-2	7
- CC(O)[C@H]1CN=C(N)N1CC(C)(C)C (stereo not given in full)
→ -1	-13	2	-1	8	-2	0	5	-6	-2	-6
- CCCCSc1nc(C)cc(NC(=S)Nc2ccc(OC)cc2)n1
→ 9	9	-11	2	1	0	-9	-14	-2	3	-10
- COc1ccc(-c2cc3c(=O)n(CC(=O)Nc4ccc(Cl)cc4)nc(C)n3n2)cc1
→ 4	-1	-5	-3	14	-1	-11	2	2	-16	-47
- O=C(c1ccco1)N1CCN(S(=O)(=O)c2ccc3[nH]c(=O)oc3c2)CC1
→ -8	-14	-4	1	2	-5	-2	13	11	3	-2
- O=C1c2ccccc2C(=O)N1Cc1ccccc1F
→ 43	9	3	5	8	-16	-3	-16	-2	-13	5
- Cc1ccc(-n2c(SCC(=O)Nc3cccc(S(=O)(=O)NC4=NCCCCC4)c3)nc3ccccc3c2=O)cc1
→ 29	-9	-4	2	9	5	1	2	-6	5	-3
- COCCCNC(=S)NNC(=O)C(O)(c1ccccc1)c1ccccc1
→ 15	3	9	5	-21	-4	-9	1	-2	0	-17
- Cc1ccc(C(=O)NNC(=O)c2cccc(S(=O)(=O)N3CCN(c4ccccc4)CC3)c2)cc1
→ -3	15	10	2	-2	7	2	1	-1	8	8
- CCCCC(Sc1nc(N)c(NC(=O)c2ccc(OCC)cc2)c(=O)[nH]1)C(=O)O (stereo not given)
→ 2	23	-9	-1	7	-18	-11	8	32	-10	-10
- Cc1ccc(C)c(C(=O)CSc2nc(N)cc(=O)[nH]2)c1
→ 4	5	-3	-4	20	16	-1	22	-4	11	7
- COc1ccc(CCNC(=O)C2CC(=O)N(c3ccc(C)cc3)C2)cc1 (stereo not given)
→ 5	1	19	8	3	11	-6	13	-10	-7	7
- O=C(OCC(=O)N1CCN(c2ccccc2)CC1)c1ccc2ncsc2c1
→ -5	11	4	-2	11	-62	0	5	-2	11	-8
- CCn1c(SCC(=O)Nc2cccc(S(=O)(=O)N(C)c3ccccc3)c2)nnc1C1CC1
→ -10	-19	-4	4	13	7	2	1	9	17	11
- CCCCN(C(=O)c1cnccn1)c1c(N)n(CCC)c(=O)[nH]c1=O
→ -4	-26	-12	8	5	0	5	-16	-1	4	28
- Cc1cc(NC(=O)C23CC4CC(CC(C4)C2)C3)n[nH]1
→ -20	2	-3	0	3	-1	1	5	2	8	0
- COc1cccc(NC(=O)CSc2nc3ccccc3nc2N2CCCC2)c1
→ -30	-43	6	9	-14	-82	-3	-22	0	-130	-17
- CC(C)(C)OC(=O)N1CC(O)CC1C(=O)OCC(=O)c1ccc(-c2ccccc2)cc1 (stereo not given)
→ 4	7	0	-1	-5	14	11	2	8	17	6
- COc1ccc(C(=O)NCc2c(C)nn(Cc3ccccc3)c2C)cc1S(=O)(=O)N1CCOCC1
→ 12	-2	-3	-8	-23	-5	3	9	0	23	-4
- CCCCCN(C(=O)CCC(=O)OCc1ccc(C(C)(C)C)cc1)c1c(N)n(CCCC)c(=O)[nH]c1=O
→ -2	-2	-6	0	6	17	2	3	2	4	4
- C=CCNC(=S)N1CCN(Cc2ccccc2)CC1
→ 1	-7	3	2	0	5	-16	-8	-2	14	-13
- CCOc1ccc(C=NNc2ccc(S(=O)(=O)Nc3ccccc3C(=O)O)cc2[N+](=O)[O-])cc1
→ 18	23	-4	5	x	-3	-10	24	-1	-11	x
- O=C(O)C(Cc1ccccc1)N1C(=O)c2c(Cl)c(Cl)c(Cl)c(Cl)c2C1=O (stereo not given)
→ 0	-1	2	0	6	-1	0	16	1	1	-22
- CCOc1ccccc1NC(=O)CSc1ncnc2c1oc1ccccc12
→ 35	-3	-17	-7	-6	-12	-5	13	0	-7	18
- Cc1ccc([N+](=O)[O-])cc1S(=O)(=O)Nc1ccc(C(=O)NCc2ccccn2)cc1
→ 0	-10	-5	7	-12	-6	-4	7	-1	-9	-16
- COc1ccccc1OCC(=O)NN1Cc2ccccc2C1=N
→ 5	-23	-7	-4	-2	1	-7	15	-1	-12	3
- Fc1ccc(Br)cc1C1C=C(c2ccc(Br)cc2)Nc2ncnn21 (stereo not given)
→ 0	16	43*	-5	9	-9	21*	-15	10	17	-6
- COCCNC(=O)/C(C#N)=C/c1ccc(-c2ccc(OC)cc2[N+](=O)[O-])o1
→ -4	11	-1	-8	-6	-11	3	30	-4	-2	-9
- O=C1N(C2CCCC2)C[C@@H]2C[C@@H](c3cccn3-c3nccs3)N3CCC[C@@]123
→ 9	12	-8	3	7	-30	6	4	-13	-5	3
- CC(C)(C)Oc1ccccc1Nc1nc(NCCO)nc(N2CCCC2)n1
→ -9	26	-15	-1	10	-10	-7	-4	5	13	9
- O=C(Oc1cc(-c2ccccc2)no1)c1ccc(Cl)cc1
→ -9	-3	6	-3	4	-14	-4	6	1	2	-9
- C=CCc1ccc(OCCOc2cccc3cccnc23)c(OC)c1
→ -30	-18	3	5	4	0	2	-10	-3	4	20

# (continued)
# The line under a structure holds: TWEAK Fn14 block	LRH-1 inv ag	NOD2-RIPK2 inh	ABHD5 PLIN5 PPI	NR2F2 inh	NCOA1 inh	TLR9-MyD88 inh	TROY NFkB inh	Granule exo inh	SRC3 inh	SRC2 inh
- O=S1(=O)CCN(c2ccccc2CC(c2c[nH]c3ccccc23)c2c[nH]c3ccccc23)CC1
→ 63*	-1	0	5	-7	-58	-16	28	47	-7	-5
- Cc1cc(C)n2cc(CSc3nnnn3-c3ccccc3C)nc2n1
→ 7	18	5	0	-3	0	2	6	0	-7	-15
- CC(C)(C)NCC(O)c1cc(O)cc(O)c1 (stereo not given)
→ -17	4	4	6	-67	-16	8	18	-4	-2	-43
- Clc1cccc(N2CCN(Cc3nc(-c4ccccc4)no3)CC2)c1
→ -1	15	-2	-5	-7	-22	0	0	-2	1	10
